AmpC detergent – qHTS Inhibitors of AmpC Beta-Lactamase (assay with detergent). AmpC hydrolysis of nitrocefin, absorbance 480 nm, 0.01% Triton. actives 0.041% (n = 370,000). P00811. Potency, µM (top dose mostly 114 µM), inactives show at the top dose activity change, negative = inhibition, hits mostly inhibitors;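 note: potency is the fitted concentration of half-maximal effect; 0% = no-compound wells and -100% = no-enzyme wells; nearly all actives have a fitted effect of over 25% in size; some results filed as inactive show a strong effect at the top dose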
Target sequence (P00811 whole entry, looked up): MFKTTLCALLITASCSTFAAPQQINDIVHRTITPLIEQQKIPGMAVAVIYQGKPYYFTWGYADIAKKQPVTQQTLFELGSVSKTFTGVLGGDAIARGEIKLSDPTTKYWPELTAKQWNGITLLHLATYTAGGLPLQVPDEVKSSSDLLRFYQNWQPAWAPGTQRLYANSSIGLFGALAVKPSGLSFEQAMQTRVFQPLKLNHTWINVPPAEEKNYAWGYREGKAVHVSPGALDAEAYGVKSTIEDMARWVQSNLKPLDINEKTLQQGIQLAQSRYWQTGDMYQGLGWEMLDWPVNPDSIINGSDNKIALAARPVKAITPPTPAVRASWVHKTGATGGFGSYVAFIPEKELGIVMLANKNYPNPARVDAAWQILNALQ
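AmpC (5.3 nM in the dispensed reagent) in 20 mM phosphate pH 7.0 with 0.01% (detergent screen) or 0.0001% Triton X-100 was preincubated with compounds for 15 min at room temperature. Nitrocefin was then added from an 800 uM solution, and hydrolysis was followed at 480 nm.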
HCMV antiviral – qHTS Assay for inhibitors of the human cytomegalovirus (HCMV); AID 1259415, 2018; activity change, negative = inhibition, % at 57.5 µM; actives 4.5% (n = 410,000); HFF cells, HCMV-luciferase reporter, 72 h; hits give low values; in the data active = activity change below about -60%; inconclusive = no clear call, values can overlap the other calls; inactive = above about -39%
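Compounds were evaluated in HFFs infected with an HCMV luciferase reporter virus (MOI 1 PFU/cell). Luciferase in lysates collected 72 h post infection served as the replication measure.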
AmpC no deterg – qHTS Inhibitors of AmpC Beta-Lactamase (assay without detergent) | P00811 | AmpC nitrocefin hydrolysis, absorbance 480 nm, 0.0001% Triton | Potency, µM (titrated, usually from 57.1 µM), without a hit: at the top dose activity change, negative = inhibition, actives largely listed as inhibitors | actives 0.52% (n = 330,000) | AID 485341, 2010;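 note: potency is the fitted concentration of half-maximal effect; plate controls were no compound for no effect and no enzyme for full effect; nearly all actives have a fitted effect of over 20% in size; some results filed as inactive show a strong effect at the top dose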
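AmpC (5.3 nM in the dispensed reagent) in 20 mM phosphate pH 7.0 with 0.01% (detergent screen) or 0.0001% Triton X-100 was preincubated with compounds for 15 min at room temperature. Nitrocefin was then added from an 800 uM solution, and hydrolysis was followed at 480 nm.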
AMA1 RON2 block – qHTS for Inhibitors of AMA1-RON; Towards Development of Antimalarial Drug Lead: Primary Screen. Plasmodium falciparum AMA1 (3D7) - RON2 peptide interaction. AlphaScreen AMA1-biotinylated RON2 peptide binding. Potency, µM (doses to about 58.2 µM), for the others: at the highest dose activity change, negative = inhibition, hits mostly inhibitors. actives 0.2% (n = 360,000). AID 720542, 2013;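 note: potency is the fitted concentration of half-maximal effect; 0% = vehicle wells and -100% = peptide control; nearly all actives have a fitted effect of over 45% in size; some results filed as inactive show a strong effect at the top dose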
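AMA1 (3D7) with his tag at 25 nM final met compounds first, then biotinylated RON2 peptide at 25 nM; detection used donor plus acceptor beads, 10 µg/mL apiece, read by AlphaScreen after 30 min at room temperature.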
LmPK inh – qHTS Assay for Inhibitors of Leishmania Mexicana Pyruvate Kinase (LmPK) | Potency, µM (top dose mostly 57.5 µM), for the others: top-dose activity change, negative = inhibition, most hits filed as inhibitors | AID 1721, 2009 | actives 0.37% (n = 290,000) | Q27686 | purified LmPK, Kinase-Glo ATP luminescence, 1 h; note: potency is the fitted concentration of half-maximal effect
Target sequence (Q27686 whole entry, looked up): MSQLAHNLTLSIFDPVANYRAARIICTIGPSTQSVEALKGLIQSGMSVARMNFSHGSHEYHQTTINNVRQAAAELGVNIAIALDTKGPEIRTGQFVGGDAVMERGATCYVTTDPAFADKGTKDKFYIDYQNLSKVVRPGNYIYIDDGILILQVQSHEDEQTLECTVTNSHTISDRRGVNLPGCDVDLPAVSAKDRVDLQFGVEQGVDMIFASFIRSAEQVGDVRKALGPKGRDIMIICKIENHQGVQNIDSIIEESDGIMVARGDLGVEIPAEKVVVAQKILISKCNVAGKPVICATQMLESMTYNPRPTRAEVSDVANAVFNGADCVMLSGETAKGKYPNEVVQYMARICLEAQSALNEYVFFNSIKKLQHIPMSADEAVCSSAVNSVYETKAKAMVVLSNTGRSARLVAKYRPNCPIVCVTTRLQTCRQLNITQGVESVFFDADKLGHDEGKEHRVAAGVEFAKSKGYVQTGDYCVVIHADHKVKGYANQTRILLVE
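Pyruvate kinase activity monitored as ATP production (luciferase luminescence). Conditions: 0.1 nM enzyme, 0.5 mM PEP, 0.1 mM ADP, 1 h, RT; normalized against uninhibited and no-enzyme wells.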
Sm TGR block – qHTS Assay for the Inhibitors of Schistosoma Mansoni Peroxiredoxins. Potency, µM (highest dose often 114 µM), for the others: top-dose activity change, negative = inhibition, actives largely listed as inhibitors. actives 3% (n = 360,000). AID 485364, 2010. purified TGR, DTNB reduction, TNB absorbance 405 nm. Schistosoma mansoni thioredoxin glutathione reductase (TGR), Q962Y6; note: potency is the fitted concentration of half-maximal effect; nearly all actives have a fitted effect of over 60% in size
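TGR 20 nM + NADPH 100 uM (dispensed conc.), cpd preinc 15 min RT; start with NADPH (500 uM addition) then DTNB (15 mM addition). Kinetic TNB absorbance, 405 nm filter. Four-parameter Hill fit across titration.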
Tb PYK inh – qHTS of Trypanosoma Brucei Inhibitors. pyruvate kinase (Trypanosoma brucei), Q57TT1. TbPYK enzyme, Kinase-Glo Plus ATP luminescence, 45 min. Potency, µM (series often up to 76.8 µM), for the others: at the top dose activity, negative = inhibition, most hits filed as inhibitors. actives 0.12% (n = 410,000). AID 624173, 2012; note: potency is the fitted concentration of half-maximal effect; nearly all actives have a fitted effect of over 50% in size
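ADP (130 uM final) triggers the TbPYK reaction after compound addition; incubation is 45 min at room temperature. Kinase-Glo Plus is then added and luminescence imaged. Normalized data are fitted to concentration-effect curves.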
* hit, by the source's call; ? = inconclusive; . = not tested or not shown; & = joins results of further samples; [ ] = remark or other dose. Unless noted, calls come from the whole dose curve; as a rule, active = well fitted curve in the direction sought with a large enough effect; inconclusive = small, poorly fitted or top-dose-only effect, or another doubt; inactive = no such curve, though single readings can be large; an effect the other way counts as inactive or inconclusive. Unless noted, % is set by controls: 0 for no effect and ±100 for the full control effect.

SMILES | AmpC detergent | HCMV antiviral | AmpC no deterg | AMA1 RON2 block | LmPK inh | Sm TGR block | Tb PYK inh
NC(=O)CSc1nc2scc(-c3ccco3)c2c(=O)n1-c1ccccc1 | ? | -9 | -37% | ? | ? | ? | ?
CCOC(=O)C(C(C)=O)C(c1ccc(OCCC(C)C)cc1)C(C(C)=O)C(=O)OCC (stereo not given) | 0% | -20 | 234%[activator] | -3% | 3% | -17% | 2%
NC(=O)c1sc2nc3c(c(-c4ccco4)c2c1N)CCCC3 | ? | -64* | -15% | 0% | -1% | -22% | -10%
COc1ccccc1[C@H]1C(c2cccc(C)c2)=NN(c2ccccc2)[C@@H]1CO | . | 11 | -21% | 112%[activator] | . | . | -9%
C=CCn1c(CSc2nc3ccccc3s2)nnc1SCC(=O)NCCN1CCOCC1 | ? | 15 | 88%[activator] | -8% | 3% | -9% | -9%
CN(Cc1ccccc1)c1ncnc2ccc(Br)cc12 | 2% | . | 19% | 12% | 6% | -2% | ?
Fc1ccc(Cn2nnc3ccccc32)cc1 | 0% | . | -16% | 27% | -1% | 12% | 0%
Cn1c(=O)c2c(-c3cccc(F)c3)c3c(nc2n(C)c1=O)-c1ccccc1C3O (stereo not given) | 0% | . | -17% | . | -4% | 2% | .
CCc1c(C)nc2c(-c3ccccc3OC)c(C)[nH]n2c1=O | ? | 83 | -4% | -1% | -4% | 0% | 2%
CN(C(=O)CSC1=NCCS1)c1ccccc1 | -9% | ? | -4% | 3% | 2% | -21% | -9%
NC1=C([N+](=O)[O-])C(c2ccccc2)C2=C(CCCC2=O)O1 (stereo not given) | 2% | -31 | -17% | -1% | 1% | -1% | 1%
CC1(C)NC(=O)N(CCC(=O)Nc2cc(C(F)(F)F)ccc2Cl)C1=O | . | ? | -7% | 0% | . | . | 2%
CC(=O)NCc1ccc(-c2csc(N)n2)s1 | -12% | 56 | -22% | -9% | -1% | -3% | -9%
Cc1ccccc1-n1c(O)c(C=Nc2ccc(N(C)C)cc2)c(=O)[nH]c1=O | 6% | 35 | -26% | ? | 4% | 0% | -3%
CCCN(C(=O)c1cn(CC)c2nc(C)ccc2c1=O)c1c(N)n(Cc2ccccc2)c(=O)[nH]c1=O | -13% | -9 | -14%[11.4 µM] | 10% | 6% | 5% | 6%
CCCCOc1ncnc2c1[nH]c1ccc(C)cc12 | 6% | -12 | -12% | -1% | 3% | 7% | -3%
COc1ccc(-c2c(C)nn(-c3ccccc3)c2N)cc1OC | ? | 36 | -9% | -5% | -4% | 6% | -13%
CCCC(=O)Nc1nn(CC(C)C)c2nc3cc(C)ccc3cc12 | -10% | ? | -12% | 14% | 3% | 9% | 2%
CC(NCc1cccs1)C(=O)Nc1cc(Cl)cc(Cl)c1 (stereo not given) | -16% | -18 | 0% | 2% | 0% | 5% | -17%
Cc1cc(NC(=O)CSc2[nH]c(=O)cc(C(F)(F)F)c2C#N)no1 | -8% | 30 | -20% | 0% | . | -9% | -17%
COCCNC(=O)C(c1ccc(C)o1)N(C(=O)c1snc(C(N)=O)c1N)c1cccc(C)c1 (stereo not given) | 2% | -15 | 97%[activator] | -3% | 2% | ? | -2%
Cc1cccc(C)c1OCc1cc(C(=O)N2CCN(c3ccc(F)cc3)CC2)no1 | -5% | 31 | 5% | -10% | -4% | -4% | 1%
CN1CCN(S(=O)(=O)c2cccc(C(=O)N3CCN(c4ccccc4F)CC3)c2)CC1 | 1% | -7 | 135%[activator] | -4% | . | -6% | 5%
Cc1onc(-c2ccccc2)c1C(=O)N1CCCSC1=Nc1ccccc1 | -1% | -35&20 | 13% | 0%&2% | 2% | -3% | 5%&-1%
c1csc(Cn2nnnc2CN2CCN(c3nc4ccccc4s3)CC2)c1 | ? | -38 | 54% | -7% | -10% | -24% | -2%
CC(=O)c1cccc(NC(=O)CNC(=O)Cc2cccc3ccccc23)c1 | . | -9 | -26% | 6% | . | . | -1%
CC(=O)c1cccc(CN2CCCC(CCC(=O)NCc3ccccc3F)C2)c1 (stereo not given) | -3% | 5 | 0% | 2% | -2% | -19% | -1%
CCOC(=O)c1sc(=NC(=O)c2c(F)cccc2F)n(C)c1C | -1% | 62 | 7% | 7% | 2% | 5% | -3%
CS(=O)(=O)c1ccc(C(=O)NNC(=O)c2cc(-c3ccccc3)n[nH]2)cc1 | . | -12 | -18% | 116%[activator] | . | . | -8%
Cc1cc(N(C)Cc2ccccc2)nc2cc(O)ccc12 | 7% | -36 | -50% | 8% | 6% | 3% | 3%
CN1CCN(C(=O)C2=C[C@H](c3coc4ccccc4c3=O)C[C@H](OCCCCO)O2)CC1 | 10% | 13 | 28% | 8% | 7% | -29% | 0%
Brc1cc2c(cc1CSc1ncccn1)OCO2 | -3% | -36 | -33% | 15% | -4% | 4% | -16%
COc1cc(OC)c(NC(=O)N2CCCn3nc(C)cc32)cc1Cl | 8% | -3 | . | . | . | 8% | -9%
Cn1cc(C(=O)Nc2ccc(F)c(Cl)c2)cn1 | ? | 149 | -21% | 0%[11.6 µM] | -4% | 2% | 5%
Nc1nc(Nc2ccc(Cl)cc2Cl)nc(C(F)(F)F)n1 | 0% | 58 | -16% | 16% | 3% | -4% | 2%
COc1ccc(Cl)cc1C(=O)NCCN(C)C | 3% | 20 | -18% | 7% | 1% | -20% | 0%
CN(C)S(=O)(=O)c1ccc(N2CCCC2)c(C(=O)NNC(=O)c2ccc(Br)cc2)c1 | -11% | -37 | -26% | 89%[activator] | . | 1% | 2%
COCCNC(=O)c1cc2c(=O)n(C)c3ccccc3c2n1C | -15% | 20 | -3% | -5% | 10% | 4% | -3%
CCCN(C(=O)CSc1nnc(-c2ccoc2C)n1N)C1CCS(=O)(=O)C1 (stereo not given) | 15% | 4 | 2% | -7% | 1% | -9% | -1%
C[C@@H](NC(=O)[C@@H]1Cc2ccccc2CN1)C(=O)NC1CCCC1 | 0% | 5 | -8% | 31%[activator] | 11% | -1% | -1%
Cc1ccc(C(=O)N/N=C/c2cccc3ccccc23)cn1 | . | 35 | . | -16% | . | . | -8%
NS(=O)(=O)c1ccc(CCNc2nc(CN3CCOCC3)nc3sc4c(c23)CCC4)cc1 | -8% | -5 | 53% | 0% | -1% | -10% | -7%
CCCCCn1c2nc3ccccc3nc2c2c(=O)n(CC3CCCO3)c(C)nc21 (stereo not given) | -11% | . | 37% | . | 0% | -7% | .
CC(C)[C@H](NC(=O)c1ccccc1Cl)C(=O)Nc1ccc(S(=O)(=O)Nc2nccs2)cc1 | . | 16 | ? | -1% | . | . | 0%
CC(C)Oc1cccc(-c2cc(C(=O)NC(=S)N(C)c3ccccc3C(=O)O)c3ccccc3n2)c1 | -6% | 81 | -16% | 9% | 4% | -14% | -12%
COc1ccc(N2CCN(S(=O)(=O)CCNC(=O)C(C)Oc3ccccc3)CC2)cc1 (stereo not given) | -4% | -34 | 95%[activator] | -7% | . | 17% | -11%
Cc1ccc(C(C)C)c(O)c1 | . | 0 | . | 11% | . | . | -8%&-9%
CCCn1c(C)cc(/C=C(\C#N)C(=O)OCC(=O)Nc2cccc(S(N)(=O)=O)c2)c1C | 4% | -21 | -21% | -13% | . | -9% | -2%
Cc1nnc(SCC(=O)Nc2cc(S(=O)(=O)N3CCCC3)ccc2Cl)s1 | 4% | -16 | -23% | -7% | 0% | 17% | 0%
S=c1[nH]ncn1NCc1cccc(Br)c1 | . | 11 | . | 86%[activator] | . | . | ?
CCOC(=O)c1c(CC(C)C)csc1NC(=O)COC(=O)c1cc(OC)c(OC)cc1[N+](=O)[O-] | -3% | -71* | -29% | 0% | -1% | -1% | 2%
CCN(CC(=O)Nc1c(F)cccc1F)C(=O)C1CC(=O)N(CCc2ccc(OC)c(OC)c2)C1 (stereo not given) | 2% | 3 | -10% | 3% | . | -3% | 5%

An excerpt from above in order of count of non-hydrogen atoms, smallest number first.
SMILES | AmpC detergent | HCMV antiviral | AmpC no deterg | AMA1 RON2 block | LmPK inh | Sm TGR block | Tb PYK inh
Fc1ccc(Cn2nnc3ccccc32)cc1 | 0% | . | -16% | 27% | -1% | 12% | 0%
CCCCOc1ncnc2c1[nH]c1ccc(C)cc12 | 6% | -12 | -12% | -1% | 3% | 7% | -3%
Nc1nc(Nc2ccc(Cl)cc2Cl)nc(C(F)(F)F)n1 | 0% | 58 | -16% | 16% | 3% | -4% | 2%
NC1=C([N+](=O)[O-])C(c2ccccc2)C2=C(CCCC2=O)O1 (stereo not given) | 2% | -31 | -17% | -1% | 1% | -1% | 1%
Cc1ccc(C(=O)N/N=C/c2cccc3ccccc23)cn1 | . | 35 | . | -16% | . | . | -8%
C[C@@H](NC(=O)[C@@H]1Cc2ccccc2CN1)C(=O)NC1CCCC1 | 0% | 5 | -8% | 31%[activator] | 11% | -1% | -1%
CCCC(=O)Nc1nn(CC(C)C)c2nc3cc(C)ccc3cc12 | -10% | ? | -12% | 14% | 3% | 9% | 2%
NC(=O)CSc1nc2scc(-c3ccco3)c2c(=O)n1-c1ccccc1 | ? | -9 | -37% | ? | ? | ? | ?
CS(=O)(=O)c1ccc(C(=O)NNC(=O)c2cc(-c3ccccc3)n[nH]2)cc1 | . | -12 | -18% | 116%[activator] | . | . | -8%
COc1ccc(N2CCN(S(=O)(=O)CCNC(=O)C(C)Oc3ccccc3)CC2)cc1 (stereo not given) | -4% | -34 | 95%[activator] | -7% | . | 17% | -11%
CC(C)[C@H](NC(=O)c1ccccc1Cl)C(=O)Nc1ccc(S(=O)(=O)Nc2nccs2)cc1 | . | 16 | ? | -1% | . | . | 0%
CCCN(C(=O)c1cn(CC)c2nc(C)ccc2c1=O)c1c(N)n(Cc2ccccc2)c(=O)[nH]c1=O | -13% | -9 | -14%[11.4 µM] | 10% | 6% | 5% | 6%

Compound activity deposited in PubChem BioAssay by National Center for Advancing Translational Sciences (NCATS).
